FBW7 act – human FBW7 E3 ligase activation, primary screen | actives 0.13% (n = 650,000) | AID 1259310 | Q969H0 | AlphaScreen FBW7–phospho-cyclin E peptide binding, activator screen | normalized activity (activation), % at 26.1 µM; in the data active = normalized activity above about 1.9%;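 also: purified mutant Fbw7 with reduced substrate affinity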
MITF inh – inhibitors of human MITF | O75030 | AlphaScreen MITF homodimerization, bead proximity signal | inhibition, % at 2.6 µM | actives 0.91% (n = 650,000) | AID 1259374; in the data active = inhibition above about 50%;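 also: 0% = vehicle wells with protein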
Target sequence (O75030 whole entry, looked up): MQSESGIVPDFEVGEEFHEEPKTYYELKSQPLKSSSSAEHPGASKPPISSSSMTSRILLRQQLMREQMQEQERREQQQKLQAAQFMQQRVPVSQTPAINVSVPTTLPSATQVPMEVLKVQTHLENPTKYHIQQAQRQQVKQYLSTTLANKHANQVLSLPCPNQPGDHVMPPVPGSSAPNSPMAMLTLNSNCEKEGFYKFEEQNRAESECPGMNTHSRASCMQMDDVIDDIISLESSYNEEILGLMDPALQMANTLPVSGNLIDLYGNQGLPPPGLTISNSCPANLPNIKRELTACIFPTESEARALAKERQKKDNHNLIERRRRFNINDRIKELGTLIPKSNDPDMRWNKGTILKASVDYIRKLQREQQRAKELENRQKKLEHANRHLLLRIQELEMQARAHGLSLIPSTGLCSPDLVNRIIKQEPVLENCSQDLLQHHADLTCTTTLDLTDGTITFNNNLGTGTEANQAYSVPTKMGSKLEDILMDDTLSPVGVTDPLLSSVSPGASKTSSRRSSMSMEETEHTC
GPR151 activ – activators of human GPR151 | Q8TDV0 | PathHunter beta-arrestin GPR151 cells, luminescence | activation, % at 11.2 µM | actives 1% (n = 650,000); in the data active = activation above about 4.9%;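 also: 0% = median of compound wells and 100% = cells with positive control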
Target sequence (Q8TDV0 whole entry, looked up): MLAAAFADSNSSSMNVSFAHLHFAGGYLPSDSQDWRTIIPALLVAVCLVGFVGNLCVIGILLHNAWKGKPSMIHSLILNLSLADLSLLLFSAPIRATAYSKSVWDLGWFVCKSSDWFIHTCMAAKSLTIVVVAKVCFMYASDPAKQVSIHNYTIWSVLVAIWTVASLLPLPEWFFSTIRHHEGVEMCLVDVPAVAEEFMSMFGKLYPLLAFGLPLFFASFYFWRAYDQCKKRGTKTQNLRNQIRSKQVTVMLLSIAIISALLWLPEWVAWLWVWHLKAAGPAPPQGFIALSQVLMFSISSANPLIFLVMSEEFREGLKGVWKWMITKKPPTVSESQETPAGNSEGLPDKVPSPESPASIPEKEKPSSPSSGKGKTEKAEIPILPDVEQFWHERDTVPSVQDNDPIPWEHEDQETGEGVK
TEAD-YAP inh – TEAD-YAP interaction inhibition | HEK-TIYL cells, TEAD-Gal4/YAP UAS-luciferase luminescence | inhibition, % at 9.12 µM | actives 1.4% (n = 640,000) | AID 1259422; in the data active = inhibition above about 32%;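 also: 0% = median of test compound wells and 100% = reference inhibitor wells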
Active calls of the source: *; & = joins results of further samples.

SMILES | FBW7 act | MITF inh | GPR151 activ | TEAD-YAP inh
CCC(C)(C)NC(=O)Cn1nnc(-c2cccs2)n1 | 0.1 | 19 | 0.1 | -34
CCCc1cc(=O)[nH]c(SCc2nc3ccccc3[nH]2)n1 | -0.2&-0.1 | 14&9 | 1.6&0.5 | 0&0
COc1cccc(Cn2c(=O)[nH]c3ncc(-c4ccc(O)cc4)nc32)c1 | -0.2 | -7 | 0.7 | -18
O=C1CSC(=O)N1CNc1ccc(Cl)cc1 | -0.2 | 1 | 0.5 | 0
COc1ccc(C2=NN(C(=O)CCC(=O)O)C(c3ccc(Cl)cc3Cl)C2)cc1 (stereo unspecified) | -0.1 | -2 | -0.5 | -3
Cc1nc(N2CCCCC2)c2c(C)c(C(=O)N3CCN(c4cccc(Cl)c4)CC3)sc2n1 | 0.0 | -12 | 1.0 | -9
O=C(CSC1=NCCS1)NCc1ccccc1 | 0.0 | 17 | 0.8 | -3
COc1cc(/C=N/NC(=O)c2cccnc2)ccc1OS(=O)(=O)c1ccc(F)cc1 | 0.1 | 1 | 0.1 | 6
COc1cc(C2Nc3ccccc3NC3=C2C(=O)CCC3)cc(OC)c1O (stereo unspecified) | 0.0 | 3 | -0.9 | -41
Cc1nc2c(c(N3CCCCCC3)n1)CN(CCS(=O)(=O)c1ccccc1)CC2 | 0.0 | -10 | -0.3 | 8
CCOC(=O)Nc1ccc(N2CCOCC2)cc1 | -0.1 | 9 | -0.2 | -21
O=C(Nc1ccccc1Br)c1c(O)c2c([nH]c1=O)CCCC2 | 0.0 | 3 | -2.0 | -9
CCOC(=O)CCn1c(=O)c2c(nc3n(-c4ccccc4OC)c(C)c(C)n23)n(C)c1=O | 0.3 | -6 | -0.8 | 0
COc1cc(CN2CCN(S(=O)(=O)c3ccc([N+](=O)[O-])cc3)CC2)cc(OC)c1O | 0.1 | 13 | 1.3 | -2
O=C1Nc2ccc(S(=O)(=O)NCc3ccccn3)c3cccc1c23 | -0.2 | 1 | 1.0 | 3
COC(=O)CC1C(=O)NCCN1C(=S)NC(=O)c1sc2ccccc2c1Cl (stereo unspecified) | 0.0 | 9 | 0.8 | 6
CCC(C)NCC(O)COc1ccccc1C(C)CC (stereo unspecified) | -0.1 | -3 | 0.2 | 1
CC(C)CNC(=O)CN1C(=O)c2cccc3cccc1c23 | 0.1 | 28 | -0.2 | -6
COc1cccc(C2C(C#N)=C(N)OC3=C2C(=O)CC(c2ccccc2)C3)c1 (stereo unspecified) | -0.2 | 0 | 0.1 | 6
Cn1c(C(=O)NCCCN2CCCC2=O)cc2c(=O)n(C)c3ccccc3c21 | -0.2 | 7 | -0.5 | -3
Cc1ccc([N+](=O)[O-])cc1NC(=S)Nc1ccc(S(N)(=O)=O)cc1 | 0.6 | -12 | -0.6 | 5
Cc1cc(C)n2nc(SCC(=O)Nc3cccc(Cl)c3C)nc2n1 | 0.3 | 2 | -1.3 | 27
CC1CCN(C(=O)c2cnn(-c3ccccc3)c2-n2cccc2)CC1 | 0.4 | 9 | 0.7 | -5
COC(=O)CN(C)C(=O)CN1Cc2cc(C)ccc2OC(c2ccsc2)C1 (stereo unspecified) | -0.3 | 10 | 1.7 | -2
O=C(C1CCCN(S(=O)(=O)c2cnc[nH]2)C1)N1CCn2c1nc1ccccc12 (stereo unspecified) | 0.7 | 3 | -1.1 | -8
COc1ccc(-c2cn3c4c(=O)n(C)c(=O)n(C)c4nc3n2Cc2ccccn2)cc1 | 0.0 | 12 | 0.0 | 3
Cn1c(-c2ccc3c(c2)OCO3)cnc1N | -0.8 | 27 | -0.9 | -4
O=C(Cn1nc2c(c1NC(=O)c1cc3ccccc3o1)CSC2)NCc1ccc(F)cc1 | -0.2 | 5 | 0.5 | -5
CN1CCN(c2cc(-c3ccccn3)nc(-c3ccccn3)n2)CC1 | -0.9 | 112* | 1.6 | 32
CNS(=O)(=O)c1cc(-c2nnc(Nc3cccc(C)c3)c3ccccc23)ccc1C | 0.0 | -1 | -0.2 | -2

Entries above that have a thiophene ring, fused or not (4):
SMILES | FBW7 act | MITF inh | GPR151 activ | TEAD-YAP inh
CCC(C)(C)NC(=O)Cn1nnc(-c2cccs2)n1 | 0.1 | 19 | 0.1 | -34
Cc1nc(N2CCCCC2)c2c(C)c(C(=O)N3CCN(c4cccc(Cl)c4)CC3)sc2n1 | 0.0 | -12 | 1.0 | -9
COC(=O)CC1C(=O)NCCN1C(=S)NC(=O)c1sc2ccccc2c1Cl (stereo unspecified) | 0.0 | 9 | 0.8 | 6
COC(=O)CN(C)C(=O)CN1Cc2cc(C)ccc2OC(c2ccsc2)C1 (stereo unspecified) | -0.3 | 10 | 1.7 | -2

Next section.
SMILES | FBW7 act | MITF inh | GPR151 activ | TEAD-YAP inh
CCOc1cccc(C(=O)Nc2ccc(OC)c(Cl)c2)c1 | 0.0 | -2 | -4.3 | -1
COc1cccc(NC(=O)CSc2nc3ccccc3c3nc(CCN4CCCCC4)nn23)c1 | 0.2 | 6 | -1.2 | 9
Cc1cccc(N(CCOC(=O)c2ccccc2)C2=NS(=O)(=O)c3ccccc32)c1 | 0.0 | -12 | 0.3 | 7
O=C(CC1=NCCNC(c2ccccc2)C1)c1ccccc1O (stereo unspecified) | 0.4 | 13 | -0.1 | -25
O=C(O)CCCN1C(=O)C2C3C=CC(C3)C2C1=O (stereo unspecified) | -0.1 | 14 | 0.2 | -1
Cc1ccc(C2C3CN(C)CC=C3C(C#N)=C(N)C2(C#N)C#N)c(C)c1 (stereo unspecified) | -0.2 | -5 | 0.7 | -1
COc1cc(NC(=O)c2ccc3c(=O)n(Cc4ccccc4)c(=S)[nH]c3c2)cc(OC)c1OC | -0.2 | -1 | -1.0 | 2
O=C(/C=C/c1ccccc1)NCCCS(=O)(=O)N1CCc2ccccc2C1 | -0.1 | 7 | -0.1 | 14
CNC(=S)NCCc1ccc(OC)c(OC)c1 | 0.1 | -11 | -0.4 | -6
COc1cccc(C(=O)CSc2nnc(-c3ccc(F)cc3)o2)c1 | -0.1 | 3 | -0.3 | -1
COc1ccc(/C=c2/sc3n(c2=O)C(c2ccc(N(C)C)cc2)C(C(C)=O)=C(C)N=3)c(OC)c1 (stereo unspecified) | 0.0 | 4 | 0.4 | -11
CCOC(=O)C1(c2csc(N)n2)COC(=O)C1 (stereo unspecified) | 0.5 | 11 | -0.6 | 12
O=C(NC(=S)Nc1ccc2oc(-c3ccccc3)nc2c1)c1cncc(Br)c1 | 0.1 | 4 | 0.3 | -3
Clc1ccc(C2C=C(c3ccc(Br)cc3)Nc3ncnn32)cc1 (stereo unspecified) | 0.7 | 16 | -0.6 | -1
CCc1ccccc1NC(=O)Nc1ccc(Oc2ccc(C)nn2)cc1 | -0.1 | -14 | -1.5 | -10
CCOc1ccc(NC(=O)CSc2nc3ccccc3c(=O)n2CCCC(=O)NCc2ccccc2Cl)cc1 | 0.0 | -3 | 0.7 | 3
COC(=O)Nc1ccc(S(=O)(=O)N2CCCc3ccccc32)cc1 | 0.1 | 7 | 2.4 | 56*
O=C(Nc1ccccc1)OCC1CCCN2CCCCC12 (stereo unspecified) | -0.2 | -10 | 0.3 | 1
O=C(c1ccc(Br)cc1)N1CCN(c2ccc([N+](=O)[O-])c(N3CCOCC3)c2)CC1 | 0.0 | -1 | -0.3 | 10
C/C(=N\Nc1ccc(Cl)c(C(=O)O)c1)c1cccc([N+](=O)[O-])c1 | 0.0 | 1 | 0.9 | -28
COc1ccc(CC(=O)Nc2cccc(-c3nc4ncccc4o3)c2)cc1OC | -0.1 | 1 | 1.0 | 71*
Cc1ccc(S(=O)(=O)Oc2ccc(/C=N/N=C(N)N)cc2)cc1 | 0.1 | 1 | -0.2 | 11
c1ccc(CN2CCC(Nc3ccnc(Nc4ccc(-n5ccnc5)cc4)n3)CC2)cc1 | -0.1 | -7 | -0.9 | 4
COc1ccccc1/C=C(\NC(=O)c1ccc(OC)c(OC)c1)C(=O)Nc1ccc(Oc2ccc(Cl)cc2)cc1 | 0.3 | 21 | -1.2 | 4
CCC1(C2CCN(C(=O)CCC(C)C)CC2)NC(=O)N(CCc2scnc2C)C1=O (stereo unspecified) | 0.6 | 3 | 0.8 | 0
Cn1c(=O)c(=O)n(C)c2cc(S(=O)(=O)Nc3ccc(F)c(Cl)c3)ccc21 | -0.2 | 15 | 0.2 | 2
c1ccc(Nc2nc(Nc3ccccn3)nc3c2ncn3-c2ccsc2)cc1 | 0.1 | -2 | -2.8 | 29
O=C1c2cccc3c(N4CCOCC4)ccc(c23)C(=O)N1CCCO | -0.5 | -8 | -0.4 | -14
CCCCOC(=O)c1cccc(NC(=O)/C=C/c2ccc(C(C)C)cc2)c1 | 0.1 | 12 | -1.6 | -27
CCC(C)N1C(=O)NC2NC(=O)NC21 (stereo unspecified) | 0.2 | 10 | 1.3 | 8

Next section
Results follow in this order: FBW7 act, MITF inh, GPR151 activ, TEAD-YAP inh
CCC(C)(C)c1ccc2c(C(N)=O)csc2c1
→ -0.2, -4, 0.1, -22
Cc1nc(Nc2ccc(C)c(F)c2)c2c3c(sc2n1)CCC3
→ 0.4, 9, -0.9, 12
C/C(Cn1nc([N+](=O)[O-])cc1C)=N\NC(=O)Cc1c[nH]c2ccccc12
→ -0.1, -4, 0.4, 1
CCOC(=O)c1sc(NC(=O)c2ccc(S(=O)(=O)N3CCc4ccccc43)cc2)nc1C
→ -0.1, -13, 0.7, -1
CC1CCCCN1C(=O)CSc1ncccc1-c1nc2ccccc2[nH]1 (stereo unspecified)
→ 0.7, 18, -2.6, -10
COc1cc([N+](=O)[O-])cc(/C=C2\C(=O)NC(=S)N(c3ccccc3F)C2=O)c1O
→ -0.1, 5, -0.8, 1
CCN(C(=O)CSc1nnc(C)c(=O)[nH]1)c1cccc2ccccc12
→ 0.0, -16, 1.5, -2
COc1ccc(NC(=O)N2CCN(c3cccc(C)c3C)C(=O)C2)cc1
→ 0.3, 15, -1.3, 12
C[C@H]1NC(=O)[C@@H]2C[C@H](NC(=O)Nc3ccc(F)cc3)CN2C1=O
→ 0.1, 9, -0.6, 1
CC1CCCC(C)N1C(=O)CSc1nc2ccccc2n1CC(=O)N1CCOCC1 (stereo unspecified)
→ 0.0, 6, 0.8, 2

Reformatted: entries from further up.
> CCOC(=O)c1sc(NC(=O)c2ccc(S(=O)(=O)N3CCc4ccccc43)cc2)nc1C
  FBW7 act: -0.1
  MITF inh: -13
  GPR151 activ: 0.7
  TEAD-YAP inh: -1

> CC1CCCCN1C(=O)CSc1ncccc1-c1nc2ccccc2[nH]1 (stereo unspecified)
  FBW7 act: 0.7
  MITF inh: 18
  GPR151 activ: -2.6
  TEAD-YAP inh: -10

> COc1cc([N+](=O)[O-])cc(/C=C2\C(=O)NC(=S)N(c3ccccc3F)C2=O)c1O
  FBW7 act: -0.1
  MITF inh: 5
  GPR151 activ: -0.8
  TEAD-YAP inh: 1

Other compounds
Results follow in this order: FBW7 act, MITF inh, GPR151 activ, TEAD-YAP inh
Cc1c(C(=O)OCC(=O)Nc2ccc(C(N)=O)cc2)oc2c1ccc1ccccc12
→ 0.1, 0, 0.3, 3
COc1ccccc1NC(=O)CN1CCN(S(=O)(=O)c2ccc(Br)cc2)CC1
→ 0.0, 2, -1.2, -8
O=C(CCC1CCCCC1=O)c1ccccc1 (stereo unspecified)
→ 0.6, 9, -1.9, -3
O=c1c(N2CCc3ccccc3C2)csc2ccccc12
→ -0.2, 21, -1.6, 12
O=C(c1nn2c(C(F)(F)F)cc(-c3ccco3)nc2c1Br)N1CCOCC1
→ -0.3, -2, -0.6, -9
N#Cc1cccc(S(=O)(=O)N2CCc3nc(-c4ccccc4)nc(N4CCCC4)c3C2)c1
→ 0.1, 13, 1.2, -1
CC1(C)CC2CC(C)(CN2CC(C)(C)NS(=O)(=O)c2cccs2)C1 (stereo unspecified)
→ 0.2, 7, 0.8, 3
CC(C)C(=O)NCCc1nnc2n1CCN(Cc1ccc(-c3ccc(Cl)cc3)o1)CC2
→ -0.2, -13, -0.6, -7
C=CCc1cc(/C=c2/sc3n(c2=O)C(c2cc(OC)ccc2OC)C(C(=O)OCC)=C(C)N=3)cc(OC)c1O (stereo unspecified)
→ 0.2, -3, -0.6, -6
COc1cccc(CNC(=O)Nc2ccc(-c3cn[nH]c3)cc2Cl)c1
→ -0.2, -8, 1.1, -13
CCn1c(C(O)c2ccc(OC)c(OC)c2)nc2ccccc21 (stereo unspecified)
→ 0.0, 4, 1.4, 26
Cc1cc(=O)n(Cc2ccccc2)c(=O)n1Cc1ccccc1
→ 0.7, 21, -0.9, 3
Nc1cc(Cl)ccc1C(=O)OCC(=O)N1CC(=O)Nc2ccccc21
→ 0.0, 5, -2.3, 6
O=C(c1cc(-c2ccc(O)cc2)on1)N1CCCCCC1
→ 0.0, 6, -1.0, 50*
CCOC(=O)N1CCN(S(=O)(=O)c2ccc(F)c(C(=O)Nc3cccc(Cl)c3C)c2)CC1
→ -0.1, -2, 0.0, 13
CCCNC(=O)CSc1nnc2n(CC(=O)N3C(C)CCCC3C)c3ccccc3n12 (stereo unspecified)
→ 0.2, 17, 0.1, 8
NC(=O)C1CCN(c2ccc3cccc(OCc4ccc(Cl)cc4)c3n2)CC1
→ 0.5, 4, -0.4, 3
O=C(CN1C(=O)c2cccc3cccc(c23)C1=O)NCCCO
→ -0.9, -4, -1.8, 1
COc1cc(-c2nc3ccccc3c(=O)n2NC(=O)Cn2nc(C)c([N+](=O)[O-])c2C)cc(OC)c1OC
→ -0.1, 12, -1.0, 4
Cc1cc(C)n(CCCN2CCC(C(=O)Nc3cccc(-c4ccco4)c3)CC2)n1
→ 0.0, 0, 1.1, -6
CC1CCOC2(O1)C(=O)N(CN1CCN(c3ccc(F)cc3)CC1)c1ccccc12 (stereo unspecified)
→ 0.0, 4, -1.2, 6
